Hsp90 block – tumor Hsp90 inhibitors, primary screen, cell lysate, fluorescence polarization, NCI-N417 lysate; 64,000 compounds, 0.35% hits; Heat shock protein HSP 90-alpha (Homo sapiens), P07900; Cy3B-geldanamycin FP displacement; AID 429, 2006; inhibition, % at 30 µM;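 active means inhibition above 50%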;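 further: 0% = tracer plus lysate wells and 100% = tracer alone without lysate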
RORA act – activators of orphan receptor RORA, primary screen, cell-based, luminescence; activation, % at 10 µM; Nuclear receptor ROR-alpha (Homo sapiens), P35398; 65,000 compounds, 1.5% hits; CHO-K1 Gal4-RORA LBD luciferase reporter; percent increase over mock-subtracted basal signal;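 active means activation above the mean of all tested compounds plus 3 SD, cut at about 49% in these data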;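 further: 0% = DMSO-treated RORA cells and 100% = added signal equal to DMSO minus mock-transfected cells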
SF1 activator – activators of human SF-1, primary screen, cell-based, CHO-K1, Gal4-SF-1 LBD, luciferase luminescence; activation, % at 10 µM; 65,000 compounds, 1.9% hits; CHO-K1 Gal4-SF-1 LBD luciferase reporter; % increase over DMSO SF-1-specific signal;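 active means activation above the mean activation of all tested compounds plus 3 SD, cut at about 50% in these data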
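Test system: CHO-K1 cells co-transfected with Gal4 DBD–human SF-1 LBD, 5xGal4 luciferase reporter. Quantity: 4,000 cells per well. Compound: 10 µM only. Incubation: compound added 1 h post-seeding, 20 h exposure at 37 °C, 5% CO2. Detection: SteadyLite luciferase luminescence. Replication: one test per compound.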
Cdc25B inh – inhibitors of Cdc25B phosphatase catalytic domain, primary screen, biochemical, OMFP fluorescence; inhibition, %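 (compounds tested at 10 µM final in the well)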; recombinant Cdc25B, OMFP fluorescence Ex485/Em525; AID 368, 2006; 65,000 compounds, 0.1% hits; M-phase inducer phosphatase 2 (Homo sapiens), P30305; in the data active means inhibition above about 50%
FXIIa inh mix – human factor XIIa inhibitors, primary screen, biochemical, pooled compound mixtures, fluorogenic substrate. Coagulation factor XII (Homo sapiens), P00748. purified FXIIa. inhibition, % at 5 µM. 62,000 compounds, 0.2% hits; in the data active means inhibition above about 20%, passing the limit was not always enough;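 further: 0% = enzyme without compound and 100% = no enzyme blank; some results filed as inactive read as strong as hits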
HER2 expr 66K – inhibitors of Her2 protein expression, primary screen, SKBR-3 cells, AlphaScreen, 66K library | Receptor tyrosine-protein kinase erbB-2 (Homo sapiens), P04626 | SKBR-3 HER2 protein level, 18-24 h; active compounds read low | HER2 level % of control, % at 10 µM | 65,000 compounds, 0.69% hits;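 active means HER2 level under 5% of the carrier-only control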;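 further: 100% = DMSO carrier and 0% = 500 nM PU-H71 HSP90 inhibitor; lower value means stronger loss of Her2 protein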
Target sequence (P04626 whole entry, looked up): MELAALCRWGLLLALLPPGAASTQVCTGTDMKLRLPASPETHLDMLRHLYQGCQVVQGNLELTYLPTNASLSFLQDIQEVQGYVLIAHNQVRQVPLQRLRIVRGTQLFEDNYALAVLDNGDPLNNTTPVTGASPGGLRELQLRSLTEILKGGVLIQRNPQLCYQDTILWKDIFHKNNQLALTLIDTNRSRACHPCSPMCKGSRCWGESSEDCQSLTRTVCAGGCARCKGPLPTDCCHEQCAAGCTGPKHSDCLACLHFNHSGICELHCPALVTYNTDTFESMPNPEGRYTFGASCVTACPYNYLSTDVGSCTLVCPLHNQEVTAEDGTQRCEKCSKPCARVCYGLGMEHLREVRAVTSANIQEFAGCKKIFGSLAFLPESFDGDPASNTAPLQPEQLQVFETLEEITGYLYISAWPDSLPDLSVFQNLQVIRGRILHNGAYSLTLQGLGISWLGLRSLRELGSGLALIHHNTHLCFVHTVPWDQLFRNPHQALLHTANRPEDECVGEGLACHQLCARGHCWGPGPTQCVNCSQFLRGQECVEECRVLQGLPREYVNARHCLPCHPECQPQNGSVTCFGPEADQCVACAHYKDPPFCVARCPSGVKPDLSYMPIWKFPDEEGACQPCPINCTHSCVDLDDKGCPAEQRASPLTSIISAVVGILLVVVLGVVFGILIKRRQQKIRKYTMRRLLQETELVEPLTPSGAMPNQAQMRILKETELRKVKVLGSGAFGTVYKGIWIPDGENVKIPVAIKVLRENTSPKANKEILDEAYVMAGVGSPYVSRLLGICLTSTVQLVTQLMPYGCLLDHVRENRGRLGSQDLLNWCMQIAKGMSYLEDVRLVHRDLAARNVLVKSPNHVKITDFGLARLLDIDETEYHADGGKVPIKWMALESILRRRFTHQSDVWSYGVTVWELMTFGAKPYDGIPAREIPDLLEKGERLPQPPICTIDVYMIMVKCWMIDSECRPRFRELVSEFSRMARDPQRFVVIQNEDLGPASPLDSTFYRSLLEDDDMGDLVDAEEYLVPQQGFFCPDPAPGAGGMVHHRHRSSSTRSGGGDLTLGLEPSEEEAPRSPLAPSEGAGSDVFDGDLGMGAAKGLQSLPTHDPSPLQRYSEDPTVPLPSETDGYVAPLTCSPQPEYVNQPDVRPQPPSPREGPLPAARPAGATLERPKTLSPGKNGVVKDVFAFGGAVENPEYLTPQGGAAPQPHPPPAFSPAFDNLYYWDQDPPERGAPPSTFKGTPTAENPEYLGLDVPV
D1 mod – D1 CRE-luciferase signal change, two-sided – cell-based, HEK293 D1, dopamine EC30, D1 allosteric modulator project, primary screen. dopamine EC30 potentiation; actives deviate in either direction. AID 641, 2007. B-score at 10 µM. D(1A) dopamine receptor (Homo sapiens), P21728. 58,000 compounds, 5.9% hits;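 active means luminescence count or its row- and column-corrected plate score outside the 99.7% band of the plate's sample wells, on either side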
MKP-1 inh – MKP-1 phosphatase inhibitors, primary screen, biochemical, in vitro; recombinant MKP-1, OMFP hydrolysis fluorescence; inhibition, %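 (compounds tested at a single concentration somewhere between 10 and 100 µM)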; 65,000 compounds, 0.15% hits;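 active means inhibition above about 50%, limit read from the data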;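 further: 0% = DMSO max control wells and 100% = wells with enzyme stopped by NaOH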
TNAP act DEA – human TNAP enzyme activators, primary screen, biochemical, luminescent, intermediate phosphate acceptor level | activation factor at 20 µM | purified TNAP, CDP-star luminescence, 100 mM DEA, 30 min; active compounds read high; scale: 0 levamisole-inhibited, 1 vehicle-only enzyme | Alkaline phosphatase, tissue-nonspecific isozyme (Homo sapiens), P05186 | 64,000 tested, under 10 active;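 active means activation factor of at least 2 at 20 µM, relative to controls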
The depositor's hits bear a star; x = not tested or not shown.

mol,HER2 expr 66K,RORA act,MKP-1 inh,FXIIa inh mix,D1 mod,TNAP act DEA,Hsp90 block,SF1 activator,Cdc25B inh
CCC(C)C(N)C(=O)NC(CCC(=O)OCc1ccccc1)C(N)=O (configuration not stated),191,39,17,4,0.64,1,-2,-17,-17
Cc1ccc(NC(=O)CCC(=O)OCC(F)(F)C(F)F)cc1,144,0,-3,11,-0.24,0.9,1,-4,-1
Cc1ccc(C(=O)NCC2CCCO2)o1 (configuration not stated),72,-5,4,-2,0.46,1,-4,12,-5
Cn1nnnc1SCc1ccc(F)cc1,104,27,-1,-7,-0.052,1,-4,0,-3
CCOC(=O)C1C(c2cccc(Cl)c2Cl)NC(=O)NC1(O)C(F)(F)F (configuration not stated),87,x,16,5,0.67,0.9,x,x,-13
CCc1nnc(NC(=O)CSc2nnc(-c3ccncc3)n2Cc2ccccc2)s1,121,0,-14,3,-0.048,0.9,-5,0,-2
COc1ccc(OC)c(-c2cc(C(=O)NCCCn3ccnc3)no2)c1,89,36,-6,-1,1,0.9,-1,15,-8
O=C(COc1ccc(Cl)cc1)NCc1nnc(SCC(=O)NCc2ccc3c(c2)OCO3)o1,85,-16,10,0,0.35,0.9,2,-5,-7
Cc1cccc2cc(CN(CCc3ccccc3)C(=O)N3CCOCC3)c3nnnn3c12,85,16,-6,-7,0.12,0.9,-1,-20,-1
C=CCn1c(SCC(=O)Nc2ccc(NC(=O)c3ccco3)c(OC)c2)nnc1-c1ccncc1,159,20,7,-2,0.33,0.9,0,4,7
COc1ccc(C(c2nnnn2C2CCCCC2)N2CCN(c3ccc(OC)cc3)CC2)cc1 (configuration not stated),88,10,2,-3,-0.39,0.9,2,-19,-22
CCOC(=O)N1CCN(C(=O)CCCn2c(=O)[nH]c3ccccc3c2=O)CC1,109,-9,-4,-3,-0.88,0.9,0,-14,-20
CCn1c(CC(=O)Nc2ccccc2)nnc1SCC(=O)Nc1ccccc1C(=O)OC,x,4,13,2,0.12,1,4,-16,-3
Cc1cc(N2CCCCCC2)nc(-c2ccccc2O)n1,105,6,16,28,2,0.9,-1,6,6
O=C(c1ccc(Cl)cc1Cl)N1CCC(c2nc3c(nnn3Cc3ccco3)c(=O)[nH]2)CC1,67,-13,33,10,1.7,0.9,-1,6,17
O=C(CCn1nc(-c2ccccc2)ccc1=O)N1CCOCC1,91,-5,10,-16,-0.35,0.9,-4,1,-1
O=C(COc1ccccc1)N1CCN=C1SCc1cccnc1,42,5,-1,-17,-0.54,1.1,1,-6,4
COc1ccc(Cn2nc(C)cc2C)cc1OC,117,13,-17,5,-0.19,0.9,1,-6,6
CN1CCN(c2nc3c(c(=O)[nH]c(=O)n3C)n2CC(N)=O)CC1,102,-2,-13,2,-0.17,1,-1,1,-2
COc1cc(NC(=O)c2cc(-c3ccco3)on2)c(OC)cc1Cl,49,-10,28,-5,0.55,1,-4,-13,3
Cc1nc2ccc(S(=O)(=O)NC(C(=O)Nc3nccs3)C(C)C)cc2s1 (configuration not stated),71,0,-8,14,-1.5,0.9,-2,-14,-11
Cc1ccccc1NC(=O)c1c(O)c2cccc3c2n(c1=O)CC3,62,7,-28,-14,1.1,0.9,2,-10,4
COc1ccccc1N1CCN(C(=O)CCc2ccc(S(=O)(=O)NCC(C)C)cc2)CC1,80,-15,34,5,1.8,0.9,-1,-7,-11
Cc1ccc2oc(=O)c3cc(C(=O)N4CCN(c5ncccn5)CC4)sc3c2c1,75,-13,15,-3,1.2,0.9,-3,-7,1
CS(=O)(=O)N1CCCC(C(=O)NCc2ccc(F)cc2)C1 (configuration not stated),99,-6,-2,4,-0.11,0.9,0,0,-6
Nc1ccc(C23CC4CC(CC(O)(C4)C2)C3)cc1,80,19,-6,-17,1.1,1,-1,-18,3
Cc1cc(N(C)C)c(C#N)c(N2CCCCC2)n1,124,10,-12,0,x,1,0,-12,8
CSc1nnc2c(n1)OC(c1ccsc1)N(C(C)=O)c1ccccc1-2 (configuration not stated),x,17,5,-4,0.85,0.9,x,2,-9
O=C(O)c1ccc(OCC(O)Cn2cnc3ccccc32)cc1 (configuration not stated),112,-32,13,-7,-0.56,0.9,2,20,-7
CC(=O)Nc1c(-c2ccc(F)cc2)nc2ccccn12,71,-5,4,-19,0.033,0.8,1,-5,2

Only RORA act and HER2 expr 66K, for two of the compounds above:
molecule,RORA act,HER2 expr 66K
O=C(O)c1ccc(OCC(O)Cn2cnc3ccccc32)cc1 (configuration not stated),-32,112
CS(=O)(=O)N1CCCC(C(=O)NCc2ccc(F)cc2)C1 (configuration not stated),-6,99

(continued)
mol,HER2 expr 66K,RORA act,MKP-1 inh,FXIIa inh mix,D1 mod,TNAP act DEA,Hsp90 block,SF1 activator,Cdc25B inh
CCn1c(=O)cc(OCC(=O)Nc2ccc3c(c2)OCCO3)c2ccccc21,86,-12,0,2,-1.2,1,0,-5,-5
C=CCOc1nc2c(c(=O)n(Cc3ccc(Cl)c(Cl)c3)c(=O)n2C)n1C,94,-20,-10,x,x,1,-2,19,4
O=C(Nc1cccc(-c2nc3cccnc3s2)c1)c1ccco1,56,22,7,x,-2.1,x,-4,36,10
CC(C)NCc1c(O)c(Br)cc2oc3c(c12)CCCC3,110,-12,-26,6,1.8,1,-2,-22,2
COC(=O)Nc1nnc(-c2ccncc2)s1,81,-13,8,5,0.068,0.9,-1,-6,-15
Cc1cccc(NC(=O)CSc2nnc(NC(=O)CN3CCOCC3)s2)c1,86,-9,-10,1,0.14,1,-2,-6,1
CCCNC(=O)c1n[nH]c(=O)c2ccccc12,85,-13,4,7,0.2,0.9,0,-14,-3
COC(=O)c1[nH]c2ccc(Cl)cc2c1NC(=O)CN1CCc2cc(OC)c(OC)cc2C1,61,8,29,5,-0.012,0.9,-7,-3,-3
CCn1nnnc1SCC(=O)Nc1nnc(C(C)C)s1,120,22,-20,-16,-0.3,0.9,1,3,-2
Cn1c(CCNC(=O)c2cccs2)nnc1SCC(=O)Nc1nc(-c2ccccc2)cs1,x,3,-4,7,-1.4,0.9,2,38,-1
COc1ccc(-c2nc3cccc(C)n3c2NCc2ccco2)cc1OC,94,8,-1,6,-0.2,1,-1,12,-9
N#CC1=C(N)C(C#N)(C#N)[C@H](c2ccsc2)[C@H]2COCC=C12,84,-2,14,0,-0.0052,0.9,-3,-2,1
COc1cc(C(=O)Nc2ccc3c(c2)OCCO3)c(-n2cnnn2)cc1OC,103,-30,13,-16,0.3,0.9,0,-7,1
CCOC(=O)CSc1nnc(CNC(=O)c2ccc(S(=O)(=O)N3CCCC3)cc2)n1C,109,-6,-1,1,-0.0031,1,-3,-1,4
CSc1nnc2c3c4c(sc3c(=O)n(-c3ccccc3)n12)CC(C)(C)OC4,79,-13,28,3,5.9*,0.9,0,-9,1
CCN(CC)CCN1C(=O)C(=O)/C(=C(/O)c2c(C)[nH]c(C(=O)OC)c2C)C1c1ccccc1OC (configuration not stated),83,9,-10,2,-0.29,0.8,-3,-9,3
O=C(NCc1ccccc1)c1cc(S(=O)(=O)N2CCC3(CC2)OCCO3)ccc1F,96,-30,5,-16,1.6,0.9,-2,-5,-20
O=C1c2cccnc2C(O)N1Cc1ccco1 (configuration not stated),126,-9,4,15,0.92,1,-4,0,-1
O=C(c1c(Cl)nc2sccn12)N1CCN(c2cccc(Cl)c2)CC1,77,-4,14,5,x,0.9,x,16,-20
CC(=O)NC(C)C(c1cccs1)N1CCN(c2ccccc2)CC1 (configuration not stated),94,0,36,9,-0.95*,1,-1,-4,-12
Cc1ccc(Cn2nnc3c(=O)[nH]c(C4CCN(S(=O)(=O)c5ccc(F)cc5)CC4)nc32)cc1,108,-11,34,5,0.0021,1,0,-6,-19
Cn1c(=O)n(CCc2ccccc2)c(=O)c2c1nc1n2CCN1c1ccccc1,117,0,7,-15,0.38,1,-1,-14,-13
CCCCCC1CC(CC(C)C(=O)Nc2nncs2)C(=O)O1 (configuration not stated),63,-16,-2,13,-0.049,0.8,1,2,-10
CCOC(=O)c1c(C)[nH]c(C(=O)O)c1C,104,-16,20,-2,-0.21,1,-1,-4,-8
O=C(CC1CC2CCC1C2)NCc1cccs1 (configuration not stated),95,18,-20,0,1,0.9,-3,32,7
O=C(CSc1nnc(-c2ccco2)c(-c2ccco2)n1)Nc1ccccc1,139,-12,11,2,0.9,0.8,-2,7,-21
O=C(CN1CCC(O)(c2ccccc2F)CC1)NCCc1c[nH]c2ccccc12,81,6,12,6,0.63,1,-2,-8,-7
O=C(Nc1ccc(S(=O)(=O)N2CCCCCC2)cc1)C1CCCO1 (configuration not stated),99,-15,3,2,-0.73,0.9,-18,-7,6
N#Cc1cn(Cc2cccc(Cl)c2)c2ccccc12,82,10,0,-23,-0.037,0.8,-8,-1,-6
CCOC(=O)C1=C(C)N=C2SCCC(=O)N2C1c1cc(Br)ccc1OC (configuration not stated),92,-6,3,6,1.2,0.9,2,-5,-2
Cc1ccc(C(=O)Nc2sc3c(c2C(=O)O)CCCCC3)o1,83,77*,25,7,-3*,1,1,33,-11
O=C(Nc1ccccc1)Nc1ccc(S(=O)(=O)N2CCCCC2)cc1,94,4,8,2,-0.88,1.1,0,8,-2
CC(c1nnc(SCC(=O)Nc2ccc3[nH]c(=O)[nH]c3c2)n1Cc1ccccc1)N(C)C (configuration not stated),113,9,-5,2,x,0.9,5,16,-13
Nc1c(NCCCN2CCOCC2)c2ccccc2oc1=O,84,11,2,6,-0.018,0.9,-1,12,-5
CCOC(=O)C1CCN(S(=O)(=O)c2cnc[nH]2)CC1,170,-15,-1,3,0.27,0.9,-1,4,36
Nn1c(SCC(=O)Nc2ccc3c(c2)OCO3)nnc1C1CCCCC1,100,10,5,-3,-0.38,0.9,-2,2,-13
COCCCNC(=O)CS(=O)Cc1nc(-c2ccccc2C)oc1C (configuration not stated),115,-3,5,-6,0.37,1,-3,18,3
Cn1c(=O)c2cc(NC(=O)c3ccccc3Cl)c(=O)oc2n(C)c1=O,111,-7,5,1,-0.25,0.9,x,-7,2
Cn1c(CNc2ccccc2O)nc2ccccc21,91,29,7,11,0.41,1,4,0,-3
CC(C)COc1ccc(C(=O)OCCN2CCOCC2)cc1,133,-1,8,0,0.4,0.8,-2,11,-16
CC1CCN(C(=O)Nc2cccc(NC(=O)N3CCC(C)CC3)c2)CC1,105,14,-1,10,0.19,1,-1,-5,9
CC(=O)N1CCN(c2ccc(NC(=O)c3ccc4c(c3)OCCO4)cc2)CC1,84,6,10,13,-0.4,0.9,7,23,3
CCC1(C)Cc2c(sc3nc(NC)n(C)c(=O)c23)CO1 (configuration not stated),87,17,18,10,1.7,0.9,1,5,4
